POLB inh – DNA polymerase beta (human) inhibition; P06746; Potency, µM (top dose mostly 114 µM), for the others: top-dose activity change, negative = inhibition, usual class: inhibitors; AID 485314; Pol beta primer extension/strand displacement, fluorescence kinetic; hit rate 1.3% among 340,000; further: potency means the concentration at half of the fitted maximal effect; on the % scale 0 is the no-effect control and ±100 the full control effect
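Pol beta (10 nM) and compounds were preincubated 15 min at room temperature, then 50 nM substrate (final) started primer extension/strand displacement. Reads were taken at 0 and 10 min; concentration-response data were fitted to a four-parameter Hill equation.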
APEX1 inh – blocks human APE1 abasic DNA cleavage; hit rate 0.35% among 350,000; Potency, µM (highest dose often 65.8 µM), without a hit: top-dose activity change, negative = inhibition, most hits filed as inhibitors; AID 2517; recombinant APE1, TAMRA/BHQ-2 abasic DNA cleavage fluorescence;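 further: potency means the concentration at half of the fitted maximal effect; plate controls were vehicle for no effect and reference inhibitor for full effect; nearly all actives have a fitted effect of over 55% in size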
Target sequence (P27695 whole entry, looked up): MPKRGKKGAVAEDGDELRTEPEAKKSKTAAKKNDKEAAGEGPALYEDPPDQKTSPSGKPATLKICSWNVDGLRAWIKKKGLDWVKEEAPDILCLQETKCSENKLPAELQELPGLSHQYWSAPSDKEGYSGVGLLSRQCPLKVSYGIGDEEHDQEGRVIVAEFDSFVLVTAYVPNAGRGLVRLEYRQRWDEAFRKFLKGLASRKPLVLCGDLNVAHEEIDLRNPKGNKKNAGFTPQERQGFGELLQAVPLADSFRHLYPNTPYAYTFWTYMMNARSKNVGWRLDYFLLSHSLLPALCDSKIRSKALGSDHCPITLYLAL
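Quantitative HTS: incision of a TAMRA/BHQ-2 double-stranded substrate bearing a tetrahydrofuran abasic site by 0.75 nM APE1 raises fluorescence. Substrate 50 nM final, added after 15 min compound preincubation at room temperature; progress as third-minus-first kinetic read difference.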
TRHR ag – TRH receptor (human) agonism | AID 493084 | hit rate 0.18% among 360,000 | TRHR cells, calcium flux fluo-8, FDSS agonist mode | activation, % at 2 µM; in the data active means activation above about 30%; further: 0% is about no effect
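TRHR-expressing cells loaded with fluo-8 calcium dye; 23 nL library compound pin-transferred, kinetic FDSS fluorescence (Ex 480/Em 530) recorded about 180 s for agonist-induced calcium release, before a 10 nM TRH EC20 addition for potentiator mode.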
ALOX12 inh – inhibitors of human 12S-lipoxygenase ALOX12; AID 1671190; hit rate 1.1% among 580,000; purified 12hLO, xylenol orange hydroperoxide absorbance; Potency, µM (titrated, usually from 108 µM), for the others: at the highest dose activity change, negative = inhibition, actives largely listed as inhibitors; further: potency means the concentration at half of the fitted maximal effect; on the % scale 0 is the no-effect control and ±100 the full control effect
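Hydroperoxide product was detected by ferrous iron/xylenol orange as the 573 to 405 nm absorbance ratio. Arachidonic acid at 40 uM (final) was turned over for 30 min at room temperature by 150 nM human 12hLO, pH 7.0 Hepes buffer, after 15 min compound preincubation.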
Pol kappa inh – DNA polymerase kappa (human) inhibition. Q9UBT6. purified Pol kappa, fluorescent DNA synthesis assay, 10 min. Potency, µM (series often up to 107 µM), for the others: at the highest dose activity, negative = inhibition, actives largely listed as inhibitors. hit rate 0.53% among 400,000. AID 588579; further: potency means the concentration at half of the fitted maximal effect; on the % scale 0 is the no-effect control and ±100 the full control effect
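Here, compound and 10 nM enzyme are combined for 15 min at room temperature; adding 50 nM substrate (final) starts DNA synthesis, tracked by fluorescence at 0 and 10 min against buffer-only wells.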
BLM inh – blocks DNA unwinding by human BLM helicase. P54132. recombinant BLM DNA unwinding, fluorescence dequenching. Potency, µM (top dose mostly 56.1 µM), for inactives: at the top dose activity change, negative = inhibition, hits mostly inhibitors. hit rate 0.2% among 350,000. AID 2528;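 further: potency means the concentration at half of the fitted maximal effect; plate controls were vehicle for no effect and no enzyme for full effect; nearly all actives have a fitted effect of over 35% in size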
Anesthetic bind – binds horse apoferritin like a general anesthetic | P02791 | apoferritin/1-aminoanthracene competitive binding, fluorescence | Potency, µM (series often up to 77.5 µM), inactives show at the highest dose activity change, negative = displacement, usual class: inhibitors | hit rate 0.074% among 350,000 | AID 485281; further: potency means the concentration at half of the fitted maximal effect; on the % scale 0 is the no-effect control and ±100 the full control effect; nearly all actives have a fitted effect of over 20% in size
Target sequence (P02791 2-175 limits assumed): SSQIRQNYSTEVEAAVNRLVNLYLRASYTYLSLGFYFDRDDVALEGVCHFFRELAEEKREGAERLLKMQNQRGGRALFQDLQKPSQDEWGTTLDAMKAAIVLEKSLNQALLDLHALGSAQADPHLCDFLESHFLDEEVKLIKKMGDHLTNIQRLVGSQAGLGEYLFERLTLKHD
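Apoferritin-based anesthetic binding model; compound displacement of fluorescent 1-AMA measured as endpoint fluorescence after 10 minutes at room temperature, scaled to free-ligand and complex controls.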
POLI inh – DNA polymerase iota (human) inhibition; Pol iota fluorescent replication assay, 10 min; Potency, µM (series often up to 115 µM), inactives show at the top dose activity, negative = inhibition, most hits filed as inhibitors; AID 588590; hit rate 1% among 390,000; Q9UNA4; further: potency means the concentration at half of the fitted maximal effect
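Fluorescent replication assay read twice, at 0 min and 10 min after adding 50 nM (final) substrate. Enzyme (10 nM) and compounds were first incubated 15 min at room temperature; enzyme-free buffer wells were negative controls.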
ERG-DNA inh – inhibitors of human ERG Ets domain-DNA interaction | fluorescence polarization, His-ERG Ets domain / labelled DNA | Potency, µM (top dose mostly 76.9 µM), for inactives: top-dose FP activity, negative = inhibition, usual class: inhibitors | hit rate 0.028% among 370,000 | AID 624246; active means well fitted inhibition curve with a large enough effect in the polarisation, with a control signal flat; inconclusive means small, poorly fitted or top-dose-only effect, or effect the other way, or a change in a side signal; inactive means no such curve, though single readings can be large or run the other way; the % refers to the polarisation;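 further: polarization taken with two DNA probes labelled with fluorescein and Texas red; potency means the concentration at half of the fitted maximal effect; % of control where 0% means no effect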
Target sequence (P11308 whole entry, looked up, the tested form may be a part): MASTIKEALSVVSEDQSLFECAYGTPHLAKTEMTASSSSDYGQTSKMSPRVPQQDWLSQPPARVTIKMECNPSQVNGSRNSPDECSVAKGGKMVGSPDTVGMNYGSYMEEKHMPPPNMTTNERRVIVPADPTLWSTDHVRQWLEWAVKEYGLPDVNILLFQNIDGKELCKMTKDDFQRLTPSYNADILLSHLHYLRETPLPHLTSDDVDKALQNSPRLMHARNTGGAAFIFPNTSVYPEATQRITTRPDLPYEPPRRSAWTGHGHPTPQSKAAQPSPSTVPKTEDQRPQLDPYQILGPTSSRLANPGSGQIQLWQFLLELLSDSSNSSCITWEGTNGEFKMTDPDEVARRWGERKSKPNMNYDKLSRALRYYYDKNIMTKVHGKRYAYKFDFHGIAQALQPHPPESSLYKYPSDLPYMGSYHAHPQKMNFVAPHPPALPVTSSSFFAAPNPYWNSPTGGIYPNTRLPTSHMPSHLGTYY
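His-tagged ERG Ets domain (1 uM in the protein solution; 300mM KCl, 50mM Tris-HCl, 1mM EDTA, 1mM DTT, pH 7.5) received compound, then a probe mix of 5 nM fluorescein-DNA and 100nM Texas-615-DNA. Fluorescence polarization was read for both dyes.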
* marks the source's active call; other numbers are inactive results; ? = inconclusive; nt = no result given; & = joins results of further samples; [ ] = dose if it differs, or a comment. Unless noted, the call rests on the fitted dose curve; in most records, active means well fitted curve in the direction sought with a large enough effect; inconclusive means small, poorly fitted or top-dose-only effect, or another doubt; inactive means no such curve, though single readings can be large; an effect the other way counts as inactive or inconclusive. A portion of the library (hit frequency here may not be typical).

SMILES	POLB inh	APEX1 inh	TRHR ag	ALOX12 inh	Pol kappa inh	BLM inh	Anesthetic bind	POLI inh	ERG-DNA inh
CC(C)C(NS(=O)(=O)c1ccccc1)C(=O)OCC(=O)NNC(=O)c1ccccc1 (stereo not given)	nt	4%	0.0	1%	-11%	nt	nt	36%[activator]	84%[activator]
O=C(NCc1cccs1)Nc1cccs1	16%	-2%	-1.6	-52%	-7%	2%	-18%	-6%	-2%
CCOC(=O)c1ccc(N2C(=O)CC(N3CCN(C/C=C/c4ccccc4)CC3)C2=O)cc1 (stereo not given)	0%	-3%	0.7	-1%	-3%	-1%	-9%	8%	3%
Cc1cc(=O)oc2cc(Oc3ccc([N+](=O)[O-])cc3C(F)(F)F)ccc12	nt	nt	nt	0%[57.4 µM]	-4%	nt	nt	-1%	10%
O=C(CSc1cn(CCNC(=O)c2c(F)cccc2F)c2ccccc12)Nc1ccc2c(c1)OCCO2	36%	nt	-1.8	-15%	-4%	0%	3%	7%	-2%
Cc1ccc2[nH]c3c(c2c1)CCCC3NC(=O)CCl (stereo not given)	16%	16%	0.4	nt	-15%	-7%	-3%	25%	-4%
Cc1nn(-c2ccc(N3CCCC3)nn2)c(C)c1CCC(=O)Nc1ccc(F)cc1F	36%[activator]	nt	-0.1	-12%	0%	-1%	1%	0%	0%
C=CCOc1ccc(CNn2cn[nH]c2=S)cc1OC	10%	3%	0.4	9%	-2%[60.1 µM]	2%	-2%	22%	nt
COc1ccc(S(=O)(=O)N(CCC(N)=O)Cc2ccco2)cc1OC	-1%	22%	-0.1	14%	-20%	1%	9%	32%[activator]	5%
CCc1c(C)nc(N)nc1OCC(F)(F)C(F)F	13%	13%	2.1	-3%	0%	-5%	-15%	13%	-2%
CCOc1ccc(C(=O)OCc2cc(=O)n3cc(C)sc3n2)cc1	0%	nt	0.4	-20%	-2%	-1%	-2%	21%	3%
Cc1ccc(CNS(=O)(=O)c2ccc3c(c2)n(C)c(=O)c(=O)n3C)cc1	4%	1%	-0.2	-1%	4%	1%	-11%	5%	4%
Cc1cc2nc(N3C(=O)CNC3=S)sc2cc1C	-17%	2%	-0.3	-1%	-13%	0%	-9%	23%	-2%
O=C(CSc1nccn1Cc1ccccc1)NCc1ccccc1	2%	5%	-0.5	8%[57.4 µM]	-7%[60.1 µM]	-3%	-16%	-4%	nt
NC(=O)C1CCN(C(=O)/C(=C/c2ccco2)NC(=O)c2ccccc2)CC1	27%	45%	0.7	-13%	-15%	-1%	-3%	89%[activator]	-14%
C=CCNCCOCCSc1ccc(Cl)cc1	16%	1%	-0.4	?	-12%	5%	-2%	33%[activator]	-3%
Cc1nc(NC(=O)CSc2nc3ccccc3s2)sc1C(=O)N(C)C	59%	-1%	-0.4	40µM*	-24%	-3%	-14%	11%	-4%
O=C(COc1ccc2ccccc2c1)N[C@@H](C(=O)O)c1ccc(O)cc1	21%	2%	-1.2	-1%	-4%	0%	35%[activator]	-8%	-10%
CCOC(=O)N1CCN(C(=O)C2CCN(S(=O)(=O)N3CCCC3)CC2)CC1	3%	-2%	0.1	19%	-4%	0%	-4%	?	nt
O=C(NCCN1CCCCC1)Nc1ccccc1F	-2%	49%[activator]	0.4	28%	3%	1%	-1%	-8%	-15%
Cc1ccc(S(=O)(=O)N2CCC(C(=O)NCCc3ccc(S(N)(=O)=O)cc3)CC2)cc1	3%	2%	0.0	-4%	-4%	-1%	-15%	-2%[58.9 µM]	-1%
CN(C)S(=O)(=O)n1cnc2ccccc21	8%	10%	-0.2	53%[activator]	7%	-2%	-3%	-4%	2%
COc1ccccc1NC(=O)c1ccc(NC(=O)c2ccco2)cc1	50%	-11%	0.4	-13%	5%	-2%	-5%	73%[activator]	19%
COc1ccc(CN2C(=NC(=O)C3CCCO3)SC3CS(=O)(=O)CC32)cc1OC (stereo not given)	-5%	86%[activator]	0.6	23%	5%	-1%	31%[activator]	36%[activator]	-11%
COc1ccc(OCCC(=O)OCC(=O)NCCc2ccccc2)cc1	-25%	11%	-1.9	-12%	5%	-3%	-12%	35%[activator]	10%
CC1=C(C(=O)OCc2ccccc2)C(c2cccc(Cl)c2Cl)CC(=O)N1 (stereo not given)	8%	nt	1.1	-21%	5%	-1%	-6%	-3%	0%
CCN(CC(=O)Nc1c(F)cccc1F)C(=O)c1ccc2c(c1)OCO2	nt	10%	0.2	343%[activator]	-14%	nt	nt	-9%	1%
COc1ccc(Oc2ncnc3c2ncn3Cc2ccccc2)cc1	8%	1%	-0.1	0%	-12%	-2%	?	28%	0%
COC(c1ccccc1)c1nnc(CCC(=O)NC2CCCCC2)o1 (stereo not given)	1%	7%	-1.9	4%	14%	1%	-3%	30%	-6%
CCn1nc(C(=O)Nc2cccc(S(=O)(=O)N3CCCC3)c2)c2ccccc2c1=O	nt	9%	-0.4	176%[activator]	4%	nt	nt	-4%	8%
CC(=O)c1cccc(NC(=O)C(OC(=O)/C=C/c2ccc3c(c2)OCO3)c2ccccc2)c1 (stereo not given)	2%	-2%	0.9	?	2%	-8%	-17%	8%	4%
CC(=O)Nc1ccc(NC(=O)CCc2nc3sc4c(c3c(=O)[nH]2)CCCC4)cc1	nt	-15%	0.1	-14%	-43%	nt	nt	40µM*	2%
Cc1ccc(-c2csc3nc[nH]c(=O)c23)cc1	7%	5%	-0.3	-1%	-19%	-10%	-9%	7%	2%
COc1ccc(-c2nc(CSCC(=O)N3CCN(c4ccccc4F)CC3)c(C)o2)cc1	-5%	nt	0.4	5%	-13%	-5%	33%[activator]	-6%	0%
CN(CCc1ccccn1)C(=O)Nc1ccc(Cl)cc1	13%	3%	-0.6	6%	-9%	-1%	-8%	1%[58.9 µM]	-3%
Cc1cccc(NC(=O)Nc2ccc(C)c(C)c2)n1	-2%&0%	1%	1.1&-0.2	-23%&0%	9%&-12%	-5%&-11%	-3%&-10%	?	0%&1%
CCc1nnc(NC(=O)C2Cc3ccccc3CN2S(=O)(=O)c2c(C)c(C)cc(C)c2C)s1 (stereo not given)	20%	1%	0.2	-20%	-14%	-12%	?	?	2%
CCOc1cccc(/C(O)=C2/C(=O)C(=O)N(CCOC)C2c2ccncc2)c1 (stereo not given)	5%	1%	0.4	-29%	-8%	1%	-9%	-10%	-6%
CCOC(=O)CC(=O)Nc1ccccc1C(=O)O	1%	-1%	0.6	13%	-11%	1%	-4%	-4%	0%
COc1ccc(/C=N/Nc2nonc2N)cc1OC	-27%	5%	-0.6	13%	8%	-11%	-3%	-15%	-13%
NS(=O)(=O)c1ccc(CNS(=O)(=O)c2ccc3c(c2)OCCO3)cc1	30%	-3%	-0.2	-7%	-18%	2%	-6%	7%	-5%
COc1ccc(CCNC(=O)c2ccc(Cl)c(S(=O)(=O)N3CCCC3)c2)cc1	nt	25%	-0.1	140%[activator]	5%	nt	nt	6%	9%
CCOC(=O)c1cnc2ccc(OCC)cc2c1NCc1ccccc1OC	10%	2%	-0.2	?	-7%	3%	-5%	-4%	25%
COC(=O)c1ccc2c(=O)n(CCN3CCOCC3)c(SCC(=O)NCc3ccccc3)nc2c1	17%	31%[activator]	0.5	?	-10%	-1%	-1%	23%	-9%
O=C(Nc1ccccc1)c1ccc(NC2CCCCC2)c(S(=O)(=O)N2CCOCC2)c1	0%	-7%	0.4	6%	-3%	-10%	10%	1%	5%
O=C(Nc1ccc2c(c1)nc1n2CCN(Cc2ccccc2)C1)c1cccs1	1%	-1%	0.1	0%	-15%	-3%	-8%	32%[activator]	3%
CCOC(=O)C1(Cc2ccc(Cl)cc2)CCN(C(=O)c2cscn2)CC1	-1%	5%	-1.7	3%	3%	-3%	-14%	17%	2%
Cc1cc(OCC(=O)NNC(=O)c2ccncc2)cc(C)c1Cl	13%	52%[activator]	0.0	2%	6%	1%	-24%	11%	-7%
O=C(/C=N/O)NCCCN1CCOCC1	-2%	0%	-2.1	-1%	-9%	-3%	-5%	18%	5%
CN(CCc1ccc(Cl)c(Cl)c1)CCN1CCCCCC1	nt	-4%&-2%	nt	nt	3%&-1%[19.4 µM]	1%	1%	nt	nt
OCC1CCCCN1CC(O)COC(c1ccc(F)cc1)c1ccc(F)cc1 (stereo not given)	-15%	4%	0.9	?	-4%	-4%	-16%	-6%	-2%
COc1ccc(OCC(=O)Nc2c(C(=O)N(CCN(C)C)Cc3ccco3)oc3ccccc23)cc1	-2%	-10%	2.9	-3%	-9%	-3%	-18%	-16%	1%
NC(=O)c1ccc(-n2nnnc2SCC(=O)Nc2ccccc2F)cc1	0%	19%	0.5	-1%	-9%	-4%	4%	74%[activator]	-14%
O=C(Nc1ccc(C(=O)N2CCCCC2)cc1)C1CCCCC1	35%	1%	-0.1	68%[activator]	-4%	1%	-7%	3%	-6%
O=c1[nH]c(CNCc2cccnc2)nc2ccccc12	12%	21%	1.2	1%	-7%	-14%	-3%	27%	-6%
COc1ccccc1N=Cc1c(O)c2ccccc2oc1=O	3%	9%	-1.0	-11%	12%	-8%	9%	6%	-15%
CC1CN(Cc2ccccc2)C(=S)N(c2ccccc2)C1=O (stereo not given)	nt	nt	nt	10%	-21%	nt	nt	17%	5%

ALOX12 inh, entries above that show a hit
SMILES	POLB inh	APEX1 inh	TRHR ag	ALOX12 inh	Pol kappa inh	BLM inh	Anesthetic bind	POLI inh	ERG-DNA inh
Cc1nc(NC(=O)CSc2nc3ccccc3s2)sc1C(=O)N(C)C	59%	-1%	-0.4	40µM*	-24%	-3%	-14%	11%	-4%
